Screening data (PubChem)
Pol eta inh – qHTS for Inhibitors of Polymerase Eta; DNA polymerase eta (Homo sapiens), Q9Y253; recombinant Pol eta, fluorescent DNA replication assay; Potency, µM (highest dose often 114 µM), inactives show top-dose activity change, negative = inhibition, hits mostly inhibitors; 390,000 tested, 1.2% active; further: on the % scale 0 is the no-effect control and ±100 the full control effect
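Pol eta at 10 nM preincubated with compounds 15 min at room temperature; reaction started with fluorescent substrate (50 nM final) and read kinetically at 0 and 10 min.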
BAZ2B inh – qHTS Assay for Inhibitors of BAZ2B. AID 504333, 2011. Potency, µM (doses to about 114 µM), for inactives: top-dose activity change, negative = inhibition, hits mostly inhibitors. AlphaScreen BAZ2B-H3K14Ac peptide displacement. 360,000 tested, 4.4% active; further: on the % scale 0 is the no-effect control and ±100 the full control effect; nearly all actives have a fitted effect of over 60% in size
Target sequence (Q9UIF8 whole entry, looked up): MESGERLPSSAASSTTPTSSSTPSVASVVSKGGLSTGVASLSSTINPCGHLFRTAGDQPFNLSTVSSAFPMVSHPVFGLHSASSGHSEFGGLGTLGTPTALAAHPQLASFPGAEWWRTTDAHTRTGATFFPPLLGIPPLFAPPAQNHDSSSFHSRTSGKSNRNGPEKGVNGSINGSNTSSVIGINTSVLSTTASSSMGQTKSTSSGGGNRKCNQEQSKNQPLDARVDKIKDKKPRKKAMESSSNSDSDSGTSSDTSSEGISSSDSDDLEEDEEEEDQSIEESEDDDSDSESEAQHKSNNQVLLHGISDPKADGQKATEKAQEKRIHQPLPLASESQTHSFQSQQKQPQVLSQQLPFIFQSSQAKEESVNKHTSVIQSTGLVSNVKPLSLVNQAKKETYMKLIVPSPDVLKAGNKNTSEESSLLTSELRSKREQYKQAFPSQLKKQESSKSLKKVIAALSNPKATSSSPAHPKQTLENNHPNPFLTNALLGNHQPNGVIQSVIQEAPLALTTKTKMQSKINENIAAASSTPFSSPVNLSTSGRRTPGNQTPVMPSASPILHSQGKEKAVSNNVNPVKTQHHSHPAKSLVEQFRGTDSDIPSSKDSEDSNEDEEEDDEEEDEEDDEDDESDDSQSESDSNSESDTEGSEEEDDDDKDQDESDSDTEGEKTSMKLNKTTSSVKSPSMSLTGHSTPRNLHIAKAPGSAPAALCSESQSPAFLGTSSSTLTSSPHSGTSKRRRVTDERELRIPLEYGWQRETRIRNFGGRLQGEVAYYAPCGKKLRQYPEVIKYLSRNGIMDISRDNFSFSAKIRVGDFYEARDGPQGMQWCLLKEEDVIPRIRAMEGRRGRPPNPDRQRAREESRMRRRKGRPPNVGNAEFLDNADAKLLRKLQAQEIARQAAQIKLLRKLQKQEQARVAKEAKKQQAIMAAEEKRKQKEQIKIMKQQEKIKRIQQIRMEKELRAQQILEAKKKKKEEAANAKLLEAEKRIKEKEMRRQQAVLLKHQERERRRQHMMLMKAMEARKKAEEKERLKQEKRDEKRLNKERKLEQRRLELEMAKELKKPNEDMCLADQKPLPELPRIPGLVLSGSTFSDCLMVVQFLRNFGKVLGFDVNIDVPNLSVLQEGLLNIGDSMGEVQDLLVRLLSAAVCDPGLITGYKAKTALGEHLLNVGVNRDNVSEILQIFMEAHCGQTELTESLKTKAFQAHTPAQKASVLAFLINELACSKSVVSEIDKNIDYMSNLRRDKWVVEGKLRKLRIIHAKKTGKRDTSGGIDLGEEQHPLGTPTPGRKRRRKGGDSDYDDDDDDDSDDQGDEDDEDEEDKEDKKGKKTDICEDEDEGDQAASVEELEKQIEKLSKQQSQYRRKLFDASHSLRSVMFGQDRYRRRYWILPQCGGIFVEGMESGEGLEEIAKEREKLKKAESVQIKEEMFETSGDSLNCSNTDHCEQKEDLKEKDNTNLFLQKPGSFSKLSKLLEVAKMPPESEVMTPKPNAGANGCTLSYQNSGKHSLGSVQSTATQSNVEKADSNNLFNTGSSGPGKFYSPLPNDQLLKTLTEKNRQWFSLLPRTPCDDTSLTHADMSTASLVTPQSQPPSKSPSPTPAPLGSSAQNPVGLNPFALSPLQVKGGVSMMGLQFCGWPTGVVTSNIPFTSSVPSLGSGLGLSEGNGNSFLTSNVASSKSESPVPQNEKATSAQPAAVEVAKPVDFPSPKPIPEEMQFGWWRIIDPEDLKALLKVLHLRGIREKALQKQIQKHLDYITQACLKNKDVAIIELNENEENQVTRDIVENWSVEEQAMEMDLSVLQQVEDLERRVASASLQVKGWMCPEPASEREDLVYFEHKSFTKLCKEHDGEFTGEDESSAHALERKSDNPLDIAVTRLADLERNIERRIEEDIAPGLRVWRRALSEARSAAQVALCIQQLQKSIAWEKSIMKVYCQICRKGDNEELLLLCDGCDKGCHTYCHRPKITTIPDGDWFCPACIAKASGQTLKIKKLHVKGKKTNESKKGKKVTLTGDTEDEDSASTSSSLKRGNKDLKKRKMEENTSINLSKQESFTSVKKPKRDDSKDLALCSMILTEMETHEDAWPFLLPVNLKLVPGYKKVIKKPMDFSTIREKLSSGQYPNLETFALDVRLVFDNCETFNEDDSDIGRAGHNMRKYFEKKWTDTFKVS
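Multi-concentration screen (max 110 uM) measuring displacement of acetylated histone H3 peptide from BAZ2B by AlphaScreen, using 50 nM protein, 50 nM peptide and 10 ug/mL streptavidin donor plus Ni-chelate acceptor beads.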
Pol kappa inh – qHTS for Inhibitors of Polymerase Kappa | Potency, µM (highest dose often 107 µM), for the others: top-dose activity, negative = inhibition, hits mostly inhibitors | AID 588579, 2011 | DNA polymerase kappa (Homo sapiens), Q9UBT6 | 400,000 tested, 0.53% active | purified Pol kappa, fluorescent DNA synthesis assay, 10 min; further: on the % scale 0 is the no-effect control and ±100 the full control effect
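50 nM final substrate added after 15 min RT preincubation of 10 nM Pol kappa with compound; fluorescence read at 0 and 10 min.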
Anesthetic bind – qHTS Assay for Identification of Novel General Anesthetics | AID 485281, 2010 | 350,000 tested, 0.074% active | Ferritin light chain (Equus caballus), P02791 | apoferritin/1-aminoanthracene competitive binding, fluorescence | Potency, µM (highest dose often 77.5 µM), without a hit: at the top dose activity change, negative = displacement, usual class: inhibitors; further: on the % scale 0 is the no-effect control and ±100 the full control effect; nearly all actives have a fitted effect of over 20% in size
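Steps: apoferritin (10 uM) was premixed with half-saturated 1-AMA in PBS, compounds were pin-transferred, plates stood 10 min at room temperature, fluorescence was read at 380/535 nm, and curves were fitted with a Hill equation.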
Pol beta inh – qHTS Assay for Inhibitors of DNA Polymerase Beta | P06746 | Pol beta primer extension/strand displacement, fluorescence kinetic | Potency, µM (doses to about 114 µM), for inactives: top-dose activity change, negative = inhibition, usual class: inhibitors | 340,000 tested, 1.3% active | AID 485314, 2010; further: on the % scale 0 is the no-effect control and ±100 the full control effect
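Reaction started by 50 nM substrate onto compound-treated Pol beta (10 nM, 15 min preincubation, room temperature); plates read at 0 min and 10 min. Normalized concentration-effect data fitted by four-parameter Hill equation.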
G9a inh – qHTS Assay for Inhibitors of Histone Lysine Methyltransferase G9a | Histone-lysine N-methyltransferase EHMT2 (Homo sapiens), Q96KQ7 | G9a H3K9 monomethylation, AlphaScreen, 2 h | Potency, µM (top dose mostly 102 µM), inactives show at the highest dose activity, negative = inhibition, actives largely listed as inhibitors | 350,000 tested, 8.8% active | AID 504332, 2011; further: on the % scale 0 is the no-effect control and ±100 the full control effect; nearly all actives have a fitted effect of over 75% in size
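Methyltransferase reactions run at room temperature for 2 h (20 nM enzyme, 500 nM biotin-H3K9 peptide, 20 uM SAM) after a 15 min compound preincubation; product detected by AlphaScreen beads and anti-H3K9me1 antibody.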
Pol iota inh – qHTS for Inhibitors of Polymerase Iota | Pol iota fluorescent replication assay, 10 min | AID 588590, 2011 | Potency, µM (doses to about 115 µM), without a hit: top-dose activity, negative = inhibition, most hits filed as inhibitors | DNA polymerase iota (Homo sapiens), Q9UNA4 | 390,000 tested, 1% active
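Fluorescent replication assay read twice, at 0 min and 10 min after adding 50 nM (final) substrate. Enzyme (10 nM) and compounds were first incubated 15 min at room temperature; enzyme-free buffer wells were negative controls.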
APE1 inh – qHTS Assay for Inhibitors of the Human Apurinic/apyrimidinic Endonuclease 1 (APE1); 350,000 tested, 0.35% active; Potency, µM (series often up to 65.8 µM), inactives show at the highest dose activity change, negative = inhibition, actives largely listed as inhibitors; AID 2517, 2012; DNA repair nuclease/redox regulator APEX1 (Homo sapiens), P27695; recombinant APE1, TAMRA/BHQ-2 abasic DNA cleavage fluorescence;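 further: plate controls were vehicle for no effect and reference inhibitor for full effect; nearly all actives have a fitted effect of over 55% in size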
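APE1 at 0.75 nM final was preincubated with compound 15 min at room temperature, then 50 nM double-stranded THF abasic-site substrate (5'-TAMRA/3'-BHQ-2) was added. Fluorescence (ex 525/em 598 nm) was read kinetically; third-minus-first read gave activity.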
BLM helicase inh – qHTS Assay for Inhibitors of Bloom's syndrome helicase (BLM); recombinant BLM DNA unwinding, fluorescence dequenching; Potency, µM (top dose mostly 56.1 µM), without a hit: at the top dose activity change, negative = inhibition, hits mostly inhibitors; 350,000 tested, 0.2% active; AID 2528, 2010;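 further: plate controls were vehicle for no effect and no enzyme for full effect; nearly all actives have a fitted effect of over 35% in size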
* = called active by the depositor; ? = inconclusive; · = not tested or not shown; & = joins results of further samples; [ ] = another dose, or the depositor's remark. The call rests on the fitted dose curve; in most records, active means well fitted curve in the direction sought with a large enough effect; inconclusive means small, poorly fitted or top-dose-only effect, or another doubt; inactive means no such curve, though single readings can be large; an effect the other way counts as inactive or inconclusive. Potency means the concentration at half of the fitted maximal effect. These rows are one share of the data; rates above refer to the full screens.

structure	Pol eta inh	BAZ2B inh	Pol kappa inh	Anesthetic bind	Pol beta inh	G9a inh	Pol iota inh	APE1 inh	BLM helicase inh
CCOc1c(C(N)=O)cc([N+](=O)[O-])cc1[N+](=O)[O-]	-8%	-2%	-11%	7%	24%	-15%[59 µM]	46%[activator]	3%	5%
CC1CCC(NC(=O)CN(C)S(=O)(=O)c2ccc3c(c2)CCC(=O)N3)CC1 (stereo unspecified)	-8%	-2%	-11%	-5%	26%	26%	29%	22%	2%
CC(C(=O)NCc1cccs1)n1cccc1 (stereo unspecified)	-12%	-29%	-3%	-12%	25%	-32%	?	-2%	-1%
CSc1ccccc1C(=O)NCc1cccnc1	-2%	-2%	-2%	-4%	-1%	?	-17%	33%[activator]	1%
Cc1cc(Br)c2c(c1)=C(c1sc(N3CCCCCC3)nc1O)C(=O)N=2	?	7%	-2%	1%	?	7%[59 µM]	9%	2%	-14%
CCOc1ccc2c(c1)c(=O)c(S(=O)(=O)c1ccc(Cl)cc1)cn2Cc1ccccc1C	-7%	-16%	-20%	-3%	9%	1%[59 µM]	-6%	·	-4%
CSc1ccccc1NC(=O)CN(C)Cc1ccc(Br)cc1	-17%	79%[activator]	-8%	-10%	-2%	135%[activator]	146%[activator]	-2%	-6%
CCC1=C(OC(=O)N(CC)CC)N2C(=O)OC(=NCCc3c[nH]c4ccccc34)[C@]2(Cc2ccccc2)[C@H]2C1=CC[C@H]1C(=O)NC(=O)[C@H]12	-16%	?	-1%	?	-1%	-18%[12.7 µM]	5%	-9%&0%	-18%&-19%

An excerpt from above, showing only G9a inh and APE1 inh.
SMILES,G9a inh,APE1 inh
CCC1=C(OC(=O)N(CC)CC)N2C(=O)OC(=NCCc3c[nH]c4ccccc34)[C@]2(Cc2ccccc2)[C@H]2C1=CC[C@H]1C(=O)NC(=O)[C@H]12,-18%[12.7 µM],-9%&0%
CSc1ccccc1C(=O)NCc1cccnc1,?,33%[activator]
CCOc1ccc2c(c1)c(=O)c(S(=O)(=O)c1ccc(Cl)cc1)cn2Cc1ccccc1C,1%[59 µM],·
CSc1ccccc1NC(=O)CN(C)Cc1ccc(Br)cc1,135%[activator],-2%
CCOc1c(C(N)=O)cc([N+](=O)[O-])cc1[N+](=O)[O-],-15%[59 µM],3%

(cont.)
structure	Pol eta inh	BAZ2B inh	Pol kappa inh	Anesthetic bind	Pol beta inh	G9a inh	Pol iota inh	APE1 inh	BLM helicase inh
COCCN1Cc2cccc(C(=O)NCc3ccccn3)c2C1=O	-1%	-4%	8%	-1%	37%	15%	12%	0%	2%
COc1ccccc1Nc1nc(N)nc(CSc2nccn2C)n1	-10%	-4%	-2%[60.1 µM]	-4%	77%	5%	-11%	-3%	-1%
COc1ccccc1/C=C\C(=O)O	·	·	3%[60.1 µM]	1%	·	-33%[2.33 µM]	·	-7%	-6%
CCC(OC(=O)c1ccco1)C(=O)NCc1ccc(OC)cc1 (stereo unspecified)	-4%	9%	0%	10%	44%	15%	11%	5%	3%
Cc1nc(SCC(=O)NC(=O)NCc2ccccc2)nc(C)c1C	5%	12%	2%	-15%	9%	?	6%	4%	-6%
COc1ccc(N2CCN(CCCNC(=O)C(=O)c3c(C)n(C)c4ccccc34)CC2)cc1	-5%	35µM*	0%	-22%	0%	40µM*	13%	66%[activator]	0%

2 of the compounds above, with values under each structure:
Results follow in this order: Pol eta inh | BAZ2B inh | Pol kappa inh | Anesthetic bind | Pol beta inh | G9a inh | Pol iota inh | APE1 inh | BLM helicase inh
> CSc1ccccc1C(=O)NCc1cccnc1
  -2% | -2% | -2% | -4% | -1% | ? | -17% | 33%[activator] | 1%
> CCOc1ccc2c(c1)c(=O)c(S(=O)(=O)c1ccc(Cl)cc1)cn2Cc1ccccc1C
  -7% | -16% | -20% | -3% | 9% | 1%[59 µM] | -6% | · | -4%
